Akt phos inh – Akt phosphorylation inhibition | 0.32% of 360,000 active | AID 651550 | activity change, % for hits at 50 µM | Neuro2A IGF-stimulated pAkt S473 HTRF, 20 min; hits give low values; in the data active = activity change below about -80%; inconclusive = mostly about -51% to -80%; note: % is set by controls: 0 for no effect and ±100 for the full control effect
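Neuro2A cells in DMEM with 0.5% FBS, overnight at 37 deg C, given compound at single 50 µM final, then IGF (6 nM final) for 20 min at 37 deg C. Lysed; phospho-Akt Ser473 by HTRF after 24 h, 665/615 ratio.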
FUS suppressor – suppressors of FUS proteinopathy in yeast | S. cerevisiae FUS-expressing, growth rescue, OD600, 24 h | Potency, µM (series often up to 76.6 µM), without a hit: top-dose growth rescue (activation), most hits filed as activators | 0.24% of 390,000 active | AID 1347120;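 note: potency is the fitted concentration of half-maximal effect; plate controls were DMSO vehicle for no effect and reference control for full effect; nearly all actives have a fitted effect of over 55% in size; some results filed as inactive show a strong effect at the top dose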
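Steps: raffinose overnight preculture; dilution to OD 0.005 in 2% galactose minimal medium; compound addition (concentration series); 24hr at 30C, 99% humidity; absorbance read at 600 nm.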
Abeta rescue – restores growth of yeast expressing A-beta42 peptide; yeast expressing A-beta42, growth rescue, OD600, 48 h; response scale: 0% DMSO, 100% iron-clioquinol control; Potency, µM (top dose mostly 46.1 µM), for the others: at the highest dose growth rescue, usual class: activators; 0.063% of 410,000 active; AID 1347071; note: potency is the fitted concentration of half-maximal effect; nearly all actives have a fitted effect of over 55% in size
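Yeast A-beta toxicity model in growth medium with pinned compounds, 48 h at 30 C; growth read as absorbance at 600 nm. Normalized to FeCl3/clioquinol equimolar mix (positive) and DMSO (negative).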
GLP-1R inv ag – inverse agonists of human GLP-1 receptor | Potency, µM (titrated, usually from 38.3 µM), inactives show at the highest dose activity change, negative = inhibition, most hits filed as inhibitors | 1.6% of 410,000 active | HEK293 GLP-1R CRE-luciferase, luminescence, 24 h; GLP-1R form is constitutively active; note: potency is the fitted concentration of half-maximal effect; % is set by controls: 0 for no effect and ±100 for the full control effect; nearly all actives have a fitted effect of over 55% in size
Target sequence (P43220 whole entry, looked up): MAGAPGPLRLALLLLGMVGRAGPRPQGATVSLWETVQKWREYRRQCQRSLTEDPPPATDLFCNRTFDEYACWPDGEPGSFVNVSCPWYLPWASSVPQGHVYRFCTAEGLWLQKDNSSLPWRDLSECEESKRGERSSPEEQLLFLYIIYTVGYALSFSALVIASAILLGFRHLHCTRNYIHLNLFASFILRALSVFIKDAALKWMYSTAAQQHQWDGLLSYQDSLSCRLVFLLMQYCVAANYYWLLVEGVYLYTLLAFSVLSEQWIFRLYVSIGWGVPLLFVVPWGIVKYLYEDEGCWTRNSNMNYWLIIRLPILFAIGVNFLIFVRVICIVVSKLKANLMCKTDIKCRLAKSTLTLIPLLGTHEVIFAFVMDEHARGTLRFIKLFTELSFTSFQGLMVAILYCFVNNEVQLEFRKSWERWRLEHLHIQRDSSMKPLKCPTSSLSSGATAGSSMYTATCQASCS
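Using stably transfected HEK293 (constitutively active GLP-1R, cAMP-luciferase reporter), compounds were incubated 24 hr and luciferase measured by luminescence.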
Mm-Cpn inhibitor – blocks the Methanococcus maripaludis chaperonin Mm-Cpn; 0.031% of 330,000 active; Potency, µM (titrated, usually from 76.9 µM), for inactives: top-dose activity, negative = inhibition, hits mostly inhibitors; purified Mm-Cpn ATPase, ADP Transcreener TR-FRET; note: potency is the fitted concentration of half-maximal effect; % is set by controls: 0 for no effect and ±100 for the full control effect; nearly all actives have a fitted effect of over 80% in size
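Inhibition of chaperonin ATP hydrolysis is measured as reduced ADP production, detected by competitive TR-FRET in which signal falls with ADP. Final enzyme 25 nM and ATP 10 uM, reacted 30 min at 37°C.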
TDP-43 yeast inh – TDP-43 toxicity inhibition in yeast; 1.8% of 410,000 active; TDP-43 expressing yeast growth rescue, BacTiter-Glo, 24 h; AID 652104; Potency, µM (titrated, usually from 46.1 µM), inactives show top-dose growth rescue (activation), most hits filed as activators; note: potency is the fitted concentration of half-maximal effect; % of control where 0% means no effect; nearly all actives have a fitted effect of over 50% in size
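Luminescence from BacTiter-Glo reports growth of TDP-43-expressing yeast after 24 hr at 30 deg C with compound. Cells were raffinose-pregrown to mid-log, then seeded in galactose medium at OD600=0.02.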
aSyn rescue – inhibitors of alpha-synuclein toxicity in yeast. 0.14% of 370,000 active. Potency, µM (titrated, usually from 46.1 µM), inactives show at the highest dose growth rescue (activation), usual class: activators. AID 652106. Yeast expressing alpha-synuclein, growth rescue, BacTiter-Glo, 24 h; note: potency is the fitted concentration of half-maximal effect; % of control where 0% means no effect; nearly all actives have a fitted effect of over 65% in size
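Rescue of yeast growth: cells expressing toxic alpha-synuclein, induced in galactose at OD600 0.02, incubated with compound 24 h at 30 C. ATP luminescence quantified growth; inhibitors of toxicity appear as activators.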
PTHR1 agonist – activates the human parathyroid hormone receptor PTHR1; Q03431; HEK293 GP2 PTHR1 cells, GloSensor cAMP luminescence, 1 h; Potency, µM (highest dose often 115 µM), for the others: at the top dose activation, hits mostly activators; 0.075% of 410,000 active; AID 743266; note: potency is the fitted concentration of half-maximal effect; nearly all actives have a fitted effect of over 55% in size; some results filed as inactive show a strong effect at the top dose; inactives centre near -15; many of its hits are not listed in these tables
Target sequence (Q03431 whole entry, looked up): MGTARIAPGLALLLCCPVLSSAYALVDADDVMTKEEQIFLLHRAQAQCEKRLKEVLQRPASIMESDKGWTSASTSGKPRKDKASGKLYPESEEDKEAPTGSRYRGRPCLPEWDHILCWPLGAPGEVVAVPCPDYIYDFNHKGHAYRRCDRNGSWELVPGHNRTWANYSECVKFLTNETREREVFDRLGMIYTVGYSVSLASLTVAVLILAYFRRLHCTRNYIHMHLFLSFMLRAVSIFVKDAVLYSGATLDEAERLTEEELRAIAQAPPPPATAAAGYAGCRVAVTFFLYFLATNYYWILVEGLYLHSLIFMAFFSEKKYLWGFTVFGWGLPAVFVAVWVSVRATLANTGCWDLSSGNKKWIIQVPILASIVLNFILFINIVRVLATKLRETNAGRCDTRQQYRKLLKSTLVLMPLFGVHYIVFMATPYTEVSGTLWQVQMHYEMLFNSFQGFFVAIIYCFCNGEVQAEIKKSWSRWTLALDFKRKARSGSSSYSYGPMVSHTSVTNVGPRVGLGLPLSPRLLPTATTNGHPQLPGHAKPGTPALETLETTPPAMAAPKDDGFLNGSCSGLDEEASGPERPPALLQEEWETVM
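HEK-293-derived GP2 cells expressing PTHR1 and a GloSensor cAMP reporter, 3,000/well, plated overnight, given luciferin plus IBMX (each 0.5 mM as added) for 1 h at 37 °C, then compound for 1 h at 37 °C. Luminescence was read after 15 min at room temperature.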
HEK293 tox – cytotoxicity counter-screen for GLP-1 receptor inverse agonists; HEK293 cAMP-luciferase reporter cells, luminescence, 24 h; Potency, µM (doses to about 38.3 µM), inactives show top-dose activity change, negative = inhibition, actives largely listed as inhibitors; 0.13% of 410,000 active;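 note: loss of luciferase light is scored as toxicity; potency is the fitted concentration of half-maximal effect; % is set by controls: 0 for no effect and ±100 for the full control effect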
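To flag toxic compounds, the library was rerun on cells for 24 hr at 37 deg C and 5% CO2. Viability-linked luminescence was captured 12 min after adding luciferase detection reagent.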
Starred values were filed as active, the others as inactive; i = inactive; ? = inconclusive; . = no result given; & = joins results of further samples; [ ] = another dose, or the depositor's remark. Unless noted, calls come from the whole dose curve; as a rule, active = well fitted curve in the direction sought with a large enough effect; inconclusive = small, poorly fitted or top-dose-only effect, or another doubt; inactive = no such curve, though single readings can be large; an effect the other way counts as inactive or inconclusive. Some of the compounds tested, so the mix of outcomes need not match the whole.

A first look (two entries):
SMILES	Akt phos inh	FUS suppressor	Abeta rescue	GLP-1R inv ag	Mm-Cpn inhibitor	TDP-43 yeast inh	aSyn rescue	PTHR1 agonist	HEK293 tox
COc1cc(C)c(Cl)c(C)c1S(=O)(=O)NC1CC(C)(C)NC(C)(C)C1	i	-31%	17%	5.6µM*	3%	22%	3%	-21%	2%
O=C(CN1CCOCC1)Nc1cccc(C(F)(F)F)c1	i	-27%	-6%	1%	.	10%	-1%	i	4%

This part in full, from the first entry:
SMILES	Akt phos inh	FUS suppressor	Abeta rescue	GLP-1R inv ag	Mm-Cpn inhibitor	TDP-43 yeast inh	aSyn rescue	PTHR1 agonist	HEK293 tox
COc1cc(C)c(Cl)c(C)c1S(=O)(=O)NC1CC(C)(C)NC(C)(C)C1	i	-31%	17%	5.6µM*	3%	22%	3%	-21%	2%
O=C(CN1CCOCC1)Nc1cccc(C(F)(F)F)c1	i	-27%	-6%	1%	.	10%	-1%	i	4%
O=C(CCN1C(=O)/C(=C/c2cccs2)SC1=S)NNC(=O)c1cccc(O)c1	i	17%	1%	-10%[7.66 µM]	-7%	-12%	11%	-3%	2%[7.66 µM]
COc1ccc(C)cc1NC(=O)NNS(=O)(=O)c1ccc(NC(C)=O)cc1	i	.	-3%	-4%	2%	23%	0%	-14%	-7%
CCCCC(=O)N(C)c1c(C)nc2ccc(C(=O)NCc3ccccc3OC)cn12	i	-20%	9%	-16%	.	18%	0%	i	4%
CCOC(=O)C1=CN(Cc2cccc(F)c2)S(=O)(=O)NC1CCc1ccccc1 (configuration not stated)	i	21%	9%	?	-1%	4%	25%	i	-4%
Cc1cccc(NC(=O)NCCc2ccc(Cl)cc2)c1	i	-9%	2%	?	-1%	23%	-1%	-57%[inhibitor]	-15%
CC1CSc2n(-c3cccc(C(F)(F)F)c3)cc(-c3ccccc3)[n+]21 (configuration not stated)	i	0%	-14%	-2%	1%	6%	-4%	i	-7%
Cc1ccccc1Cn1cc(NC(=O)c2cc(C3CC3)on2)cn1	i	-8%	.	?	-1%	-9%	-5%	-17%	-11%
O=C(CN1C(=O)CC(c2ccco2)Sc2ccccc21)Nc1ccc2c(c1)OCCO2 (configuration not stated)	i	-18%	-15%	-7%	0%	-14%	0%	i	-9%
COc1ccc([C@H]2CC(=O)C=C(c3cc4ccccc4s3)C2)cc1	i	-5%	-2%	1%	-1%	11%	0%	i	-23%
CCCSc1nnc2n(-c3ccccc3OC)c(=O)c3c4c(sc3n12)CCC4	.	8%	11%	-10%	-1%	7%	12%	i	-8%
O=c1[nH]ncn1-c1cccc(C(F)(F)F)c1	i	3%	0%	64%[activator]	1%	10%	-1%	i	2%
Cc1sc(NC(=O)c2ccco2)c(C(c2cccnc2)N2CCCC2)c1C (configuration not stated)	i	39%	-14%	?	-1%	-12%	1%	i	4%
CC(=O)NC1CC2CCCC(C1)N2CC(=O)NCc1ccc(F)cc1 (configuration not stated)	i	5%	12%	1%	-2%	9%	0%	-20%[57.5 µM]	1%

Three entries from above, arranged by the number in PTHR1 agonist, smallest number first:
Compound | PTHR1 agonist
COc1cc(C)c(Cl)c(C)c1S(=O)(=O)NC1CC(C)(C)NC(C)(C)C1 | -21%
Cc1ccccc1Cn1cc(NC(=O)c2cc(C3CC3)on2)cn1 | -17%
O=C(CCN1C(=O)/C(=C/c2cccs2)SC1=S)NNC(=O)c1cccc(O)c1 | -3%

Next records
SMILES	Akt phos inh	FUS suppressor	Abeta rescue	GLP-1R inv ag	Mm-Cpn inhibitor	TDP-43 yeast inh	aSyn rescue	PTHR1 agonist	HEK293 tox
Cc1nc(SCC(=O)c2ccccc2)c(C#N)c(-c2ccco2)c1C(=O)NCc1ccco1	i	?	-21%	?	?	-27%	-17%	i	61%[activator]
C#CC[N+](C)(C)CCCCCCCCCC	i	.	-15%	?	1%	-3%	4%	-16%	?
Cc1nn(C)c(C)c1CNC(=O)Nc1cccc(Cl)c1	i	3%	-7%	-4%	3%	7%[9.22 µM]	0%	i	1%
CC(C)[C@H](NC(=O)c1ccco1)C(=O)NC12CC3CC(CC(C3)C1)C2	i	-39%	10%	7%	3%	18%	-10%	?	17%
Cc1c(NC(=O)C(C)NCC2CCCO2)c(=O)n(-c2ccccc2)n1C (configuration not stated)	i	-12%	10%	6%	-1%	9%	-15%	i	-8%
CCOC(=O)c1sc(-c2ccccc2)cc1NC(=O)c1ccc(S(=O)(=O)N(CCOC)CCOC)cc1	i	.	-2%	5%	2%	18%	0%	i	-15%
Cc1ccc(N2CCN(c3ccc(NCc4nc5ccccc5n4C)cc3)CC2)cc1	i	.	-10%	0%	-2%	-11%	-1%	-22%	-30%
O=C(NCCOc1ccccc1)C1CCC(=O)N(CCCN2CCOCC2)C1 (configuration not stated)	i	5%	-3%	6%	.	26%	-5%	i	6%
COc1ccc(-n2ncc3c(NCCCn4ccnc4)ncnc32)cc1	i	-12%	6%	1%	-4%	-11%	7%	-2%[57.5 µM]	9%
CCc1cccc(NC(=O)Cn2c(=O)n(CCC(=O)NCC3CCCO3)c(=O)c3cc(OC)c(OC)cc32)c1 (configuration not stated)	i	43%&20%	-11%&-4%	-18%&6%	1%	-7%&13%	-1%	-16%	6%&-2%
CCc1ccccc1Nc1nc2ccccc2n1CC	i	4%	3%	-15%	1%	-11%[9.22 µM]	0%	i	-4%
N#Cc1nc(-c2ccc(OCc3ccc(Cl)cc3)cc2)oc1N1CCOCC1	i	.	-11%	-1%	0%	-4%	-3%	-24%	2%
CCn1ccc2cc(S(=O)(=O)N3CCC(C(=O)NCC(C)c4ccccc4)CC3)ccc21 (configuration not stated)	.	-11%	-1%	6%	.	0%	.	-41%[inhibitor]	-12%
CCS(=O)c1ccccc1C(=O)OC(C)C(=O)Nc1ccc(S(=O)(=O)N2CCCC2)cc1 (configuration not stated)	i	26%	-2%	8%	0%	-8%	2%	-20%	9%
CCOC(=O)c1oc2nc(CC(C)C)c3c(c2c1N)CCCC3	i	44%	-26%	?	-2%	15%	3%	-15%	-6%
C=CCN1C(=O)/C(=N/n2cnnc2)c2ccccc21	i	-1%	?	-8%	2%	11%	11%	i	-9%
CCN(CC)c1ccc(/C=C/c2ccc3ccc(OC)cc3[n+]2CC)cc1	i	-6%	-93%[inhibitor]	?	-26%	-42%[inhibitor]	-54%[inhibitor]	-63%	?
CCOC(=O)CSC1=Nc2ccccc2C2=NC(CCC(=O)NCc3ccc(F)cc3)C(=O)N12 (configuration not stated)	.	7%	-7%	-1%	.	10%	.	i	0%
CCc1ccccc1NC(=O)Cn1nc2c3cc(F)ccc3n(Cc3cccc(C)c3)cc-2c1=O	.	-21%	-3%	?	.	15%	.	-10%	7%
CC(C)N1CCN(Cc2cc3ccccc3[nH]2)CC1CCO (configuration not stated)	i	10%	1%	9%	0%	18%	-1%	12%	-2%
Cc1c(C(=O)N(C)CCn2ccnc2C)oc2c(F)cccc12	i	-4%	-3%	-23%	0%	-10%	1%	-40%[inhibitor]	-10%
Cc1ccccc1NC(=O)Cc1nc(COC(=O)c2ccc([N+](=O)[O-])cc2)cs1	i	8%	12%	5%	-1%	9%	2%	-6%	1%
CCc1ccc(OCC(=O)NNC(=O)CSc2nnc(-c3ccc(C)cc3)n2C)cc1	i	.	-11%	-2%	0%	-18%	-9%	-7%	-2%
COc1ccccc1C(=O)N(Cc1cccs1)C1CCS(=O)(=O)C1 (configuration not stated)	i	-25%	17%	18%	?	6%	-13%	i	2%
O=C(Oc1ccc2ccc(O)cc2c1)c1ccccc1Cl	i	6%	13%	-9%	1%	14µM*	-12%	-18%	2%
COc1ccc(Cl)cc1NC(=O)C(C)Sc1nnc(C2CC2)n1C1CC1 (configuration not stated)	i	.	-8%	?	0%	-7%	6%	-17%	-22%
O=C(Nc1nc2ccccc2[nH]1)C1CC(=O)N(c2ccc3c(c2)OCCO3)C1 (configuration not stated)	-112%*	6%	-5%[9.22 µM]	?	-1%	7%	-1%	i	-10%
COc1cc(-n2c(C)nc3cc(C(=O)NCc4ccco4)ccc32)cc(OC)c1OC	i	-3%	-2%	36%	?	-3%	0%	19%[57.5 µM]	2%
Cn1c(NC(=O)c2ccc(Cl)cc2Cl)cc(=O)n(C)c1=O	i	-4%	-1%	10%	0%	13%	-1%	0%	-9%
COc1cc(Cl)c(C)cc1Nc1ncccn1	i	-9%	-13%	-26%	1%	-8%	1%	-17%	6%
C=CCOc1c(OC)cc(Cl)cc1C1NC(=O)NC(C)=C1C(C)=O (configuration not stated)	i	21%	-9%	-3%	.	-3%	-2%	-4%	-15%
COc1ccc(C(=O)NCc2csc(C(C)C)n2)cc1OC1CCN(C(C)=O)CC1	i	.	12%	-8%	-6%	14%	4%	-42%[inhibitor]	1%
CC(C)n1cnc2c(oc3ccccc32)c1=O	i	8%	-16%	49%[activator]	2%	24%	-6%	i	-2%
COc1ccc(C(NC(=O)C2CCN(C/C=C/c3ccc(OC(C)=O)c(OC)c3)CC2)c2ccccn2)cc1 (configuration not stated)	i	4%	-19%	?	.	-5%	?	-6%	-19%
O=C(O)C1CCCCC1C(=O)Nc1ccc(Cl)cc1 (configuration not stated)	i	10%	0%	86%[activator]	1%	-8%	-4%	i	2%
Nc1nnnn1/N=C/c1ccccc1OCc1ccc(Cl)cc1Cl	i	37%	6%	-3%	-2%	-10%	4%	i	-15%

Assay outcomes as filed in PubChem.
